High-throughput results from PubChem BioAssay.
CRFBP-R2 block – blocks CRF-induced signaling of the CRF-BP/CRF-R2 complex; actives 0.59% (n = 350,000); inhibition, % at 11.8 µM; AID 588475; HEK293 CRF-R2/CRF-BP, CRF-induced calcium fluorescence;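 active = inhibition of the ligand-induced calcium signal above about 50% at the single tested concentration, limit read from the data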
CHRM5 antagonist – CHRM5 antagonism in calcium assay. P08912. CHO-hM5 cells, Fluo-8 calcium fluorescence, ACh EC80. inhibition, % at 3 µM. actives 0.59% (n = 360,000). AID 624040;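 active = inhibition above a per-plate cutoff, the mean of that plate's test compounds plus 3 SD, cut at about 27% in these data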;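 note: 0% = acetylcholine EC80 with DMSO and 100% = DMSO without agonist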
M1 PAM parental – nonselective activator or artifact in parental CHO-K1 calcium assay | ATP EC20, Fluo-8 calcium fluorescence; 0% at ATP EC20, 100% at ATP max | activation, % at 3 µM | actives 0.02% (n = 360,000);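 active = activation above the run cutoff, the mean activation of all test compounds plus 3 SD, cut at about 40% in these data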;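 note: peak over basal fluorescence ratio in a 140 s read after ATP addition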
TAAR1 ag – human TAAR1 agonism | activation, % at 3 µM | actives 0.99% (n = 360,000) | CHO RD-HGA16 TAAR1, Fluo-8 calcium fluorescence; vehicle wells 0%, saturating PEA agonist 100%;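 active = activation above the mean activation of all test compounds in the run plus 3 SD, cut at about 38% in these data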
Target sequence (Q96RJ0 whole entry, looked up): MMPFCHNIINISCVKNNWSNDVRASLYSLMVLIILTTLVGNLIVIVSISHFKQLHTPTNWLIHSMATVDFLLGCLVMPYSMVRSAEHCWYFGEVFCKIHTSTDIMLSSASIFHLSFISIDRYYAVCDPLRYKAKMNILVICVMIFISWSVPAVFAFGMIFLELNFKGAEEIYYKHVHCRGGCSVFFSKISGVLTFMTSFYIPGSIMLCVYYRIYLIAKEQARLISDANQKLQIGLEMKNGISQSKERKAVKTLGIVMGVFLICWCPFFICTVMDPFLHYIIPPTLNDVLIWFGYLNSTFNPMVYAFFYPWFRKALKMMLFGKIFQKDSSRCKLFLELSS
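test system = CHO RD-HGA16 cells carrying human TAAR1 plus Gα16 | schedule = 17-24 h seeding, 75 min 37 °C dye, 30 min RT | compound dosing = 3 µM single concentration | control set = DMSO and PEA EC100 | replicates = n 1 | signal = Fluo-8 fluorescence, 5 s baseline then 140 s kinetic read | measure = percent activation vs PEA EC100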
CHRM5 PAM – positive allosteric modulators of human muscarinic M5 receptor; activation, % at 3 µM; P08912; CHO-K1 hM5, Fluo-8 calcium, ACh EC20 PAM; 0% = ACh EC20, 100% = ACh EC100; actives 0.3% (n = 360,000);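 active = activation above the run cutoff, the mean activation of all test compounds plus 3 SD, cut at about 18% in these data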
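Test system: CHO-K1 hM5 cells / Doses: single-point, 3 µM nominal / Times: Post-acetylcholine fluorescence recording 140 s / Technique: Fluo-8 calcium fluorescence / Measure: Max/basal fluorescence ratio as % of EC20–EC100 ACh window / Benchmarks: low control EC20 acetylcholine (0%), high control EC100 acetylcholine (100%) / Replicates: one well per compound, no replicates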
M5 ag – CHRM5 agonism in calcium assay; CHO-K1 hM5 cells, Fluo-8 calcium fluorescence; 0% DMSO wells, 100% maximal acetylcholine response; activation, % at 3 µM; actives 0.19% (n = 360,000); AID 624037;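 active = activation above the run's mean over test compounds plus 3 SD, cut at about 23% in these data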;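 note: signal is peak over basal fluorescence ratio across the kinetic read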
TAAR1 antagonist – human TAAR1 antagonism; CHO RD-HGA16 TAAR1, Fluo-8 calcium fluorescence, antagonist; inhibition, % at 3 µM; actives 1.5% (n = 360,000); AID 624466;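 active = inhibition above a per-plate cutoff, the mean inhibition of test compounds on that plate plus 3 SD, cut at about 49% in these data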;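 note: 0% = DMSO plus EC80 beta-PEA response and 100% = DMSO alone without agonist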
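System: RD-HGA16 CHO cells with stable hTAAR1 and Gα16 | Probe or stimulus: EC80 β-phenethylamine stimulus | Dosing: 3 µM, single point | Times: Dye loading 75 min at 37 °C, then 30 min room temperature | Measured by: Fluo-8 calcium-sensitive fluorescence | Read-out basis: % inhibition of agonist calcium response | Replicates: n of 1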
CHRM4 PAM – positive allosteric modulators of human muscarinic M4 receptor; P08173; CHO-K1 hM4/Gqi5, Fluo-8 calcium fluorescence, ACh EC20; 0% = ACh EC20, 100% = maximal ACh; activation, % at 3 µM; actives 0.4% (n = 360,000); AID 624126;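 active = activation above its plate's cutoff, the mean activation of sample wells plus 3 SD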; note: some results filed as inactive read as strong as hits
Target sequence (P08173 whole entry, looked up): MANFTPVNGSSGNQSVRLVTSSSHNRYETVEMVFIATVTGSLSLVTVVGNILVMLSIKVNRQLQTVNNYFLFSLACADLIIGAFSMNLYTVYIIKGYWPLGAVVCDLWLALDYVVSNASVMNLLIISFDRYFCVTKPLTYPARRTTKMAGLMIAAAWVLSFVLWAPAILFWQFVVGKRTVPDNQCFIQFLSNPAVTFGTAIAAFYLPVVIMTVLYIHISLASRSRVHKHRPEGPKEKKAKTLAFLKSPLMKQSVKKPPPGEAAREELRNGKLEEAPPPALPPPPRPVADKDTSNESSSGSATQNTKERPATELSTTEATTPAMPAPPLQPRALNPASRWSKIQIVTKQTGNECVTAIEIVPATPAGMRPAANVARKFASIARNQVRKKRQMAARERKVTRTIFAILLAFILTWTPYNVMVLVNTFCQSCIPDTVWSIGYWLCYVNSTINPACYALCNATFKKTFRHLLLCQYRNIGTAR
CRFR2-BP ag – agonists of human CRF-binding protein/CRF-R2 receptor complex. HEK293 CRF-R2/CRF-BP, calcium dye fluorescence (FLIPR); percent of saturating CRF peptide response. activation, % at 13.2 µM. actives 0.46% (n = 350,000). AID 588473;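 active = activation of at least 50%, plus an integration ratio under a set limit after plate pattern correction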;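 note: plate controls were neutral control wells without compound for no effect and CRF at EC100 for full effect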
* hit, by the source's call; nt = not tested or not shown.

Sequence of screens – TAAR1 ag, CRFBP-R2 block, CRFR2-BP ag, CHRM4 PAM, CHRM5 antagonist, TAAR1 antagonist, M1 PAM parental, CHRM5 PAM, M5 ag
CC/C(O)=C1\C(=O)CC(c2ccccc2)CC1=NC(C)C (stereo not drawn)
 : 0, 27, -3.1, -5, -3, -20, 10, 0, -4
Cc1ccc(Nc2ccc(N)cc2S(=O)(=O)O)cc1
 : 0, -7, 1.3, -3, 7, 8, 7, 0, -2
COc1ccc(NC(=O)Cc2ccsc2)c(OC)c1
 : 1, -8, 3.0, 8, 0, 6, 17, 3, -3
COc1cnc(-c2ccccn2)nc1Oc1ccccc1
 : 1, -15, -4.8, -1, -11, -2, 17, 7, -5
COCCOC(=O)C1=C(C)NC(=O)NC1/C=C/c1ccccc1 (stereo not drawn)
 : 6, 8, -0.7, -1, 0, -9, 7, 1, 0
Cc1ccccc1NC(=O)COC(=O)/C=C/c1cccc(C(F)(F)F)c1
 : 4, -3, -3.0, 1, 4, -9, 7, -1, 1
COc1ccccc1S(=O)(=O)Cc1ccc(C(=O)NCCN2CCCCCC2)o1
 : 1, -10, 2.2, -16, -9, -26, 9, 0, -5
O=C(c1cccc2ccccc12)C1CCCN(C(=O)C2CCOCC2)C1 (stereo not drawn)
 : 0, 7, -0.7, -6, 1, -6, 15, -4, -1
COc1ccc(N2CCN(CCC3Oc4cc([N+](=O)[O-])ccc4NC3=O)CC2)cc1 (stereo not drawn)
 : 2, 3, 0.5, -5, 14, -18, -9, -2, 0
CSC[C@H]1CN(c2ccc(Br)cc2)C(=O)[C@@H]1CC(=O)Nc1ccccc1
 : 2, -7, 0.7, -3, -6, -15, -6, -3, 0
O=S(=O)(c1cccc2nonc12)N1CCN(c2ccccc2F)CC1
 : 5, 3, 1.1, -1, 9, 13, -12, -2, -5
CCCn1nc(C(=O)NCC2COc3ccccc3O2)c2ccccc2c1=O (stereo not drawn)
 : 0, -4, 1.3, 3, 6, 2, -4, -14, 0
CS(=O)(=O)c1ccc(Cl)c(NC(=O)C2CC(=O)N(c3ccc4c(c3)OCCO4)C2)c1 (stereo not drawn)
 : 1, -13, 1.1, 9, -8, -20, -15, -3, -4
CC(=O)Oc1ccc(C(=O)Nc2ccc(S(=O)(=O)NCC3CCCO3)cc2)cc1 (stereo not drawn)
 : -2, 6, -1.0, -5, 16, 12, -20, -8, -1
O=C(COc1ccc(F)cc1)N(Cc1ccc(Cl)cc1)C1CCS(=O)(=O)C1 (stereo not drawn)
 : 2, 2, 0.5, 1, 15, 24, 10, -4, -3

Another view of some results above.
CCCn1nc(C(=O)NCC2COc3ccccc3O2)c2ccccc2c1=O (stereo not drawn)
  TAAR1 ag: 0
  CRFBP-R2 block: -4
  CRFR2-BP ag: 1.3
  CHRM4 PAM: 3
  CHRM5 antagonist: 6
  TAAR1 antagonist: 2
  M1 PAM parental: -4
  CHRM5 PAM: -14
  M5 ag: 0

CS(=O)(=O)c1ccc(Cl)c(NC(=O)C2CC(=O)N(c3ccc4c(c3)OCCO4)C2)c1 (stereo not drawn)
  TAAR1 ag: 1
  CRFBP-R2 block: -13
  CRFR2-BP ag: 1.1
  CHRM4 PAM: 9
  CHRM5 antagonist: -8
  TAAR1 antagonist: -20
  M1 PAM parental: -15
  CHRM5 PAM: -3
  M5 ag: -4

CC(=O)Oc1ccc(C(=O)Nc2ccc(S(=O)(=O)NCC3CCCO3)cc2)cc1 (stereo not drawn)
  TAAR1 ag: -2
  CRFBP-R2 block: 6
  CRFR2-BP ag: -1.0
  CHRM4 PAM: -5
  CHRM5 antagonist: 16
  TAAR1 antagonist: 12
  M1 PAM parental: -20
  CHRM5 PAM: -8
  M5 ag: -1

Going on with the list:
Sequence of screens – TAAR1 ag, CRFBP-R2 block, CRFR2-BP ag, CHRM4 PAM, CHRM5 antagonist, TAAR1 antagonist, M1 PAM parental, CHRM5 PAM, M5 ag
O=C(c1ccc(Cl)c(S(=O)(=O)N2CCCC2)c1)N1CCN(c2ccccc2)CC1
 : 8, -7, -0.4, -3, 1, -5, 12, -2, 1
O=C(NCCCN1CCCCC1)c1ccc(CS(=O)c2ccc(F)cc2)o1 (stereo not drawn)
 : 1, -6, 3.2, -5, -6, 0, -2, 0, -5
CN1C(=O)[C@@](O)(CC(=O)c2ccccc2)c2cc(Br)ccc21
 : 0, nt, nt, 1, 4, -20, nt, -2, 2
CCOc1ccc2[nH]c(=S)[nH]c2c1
 : 4, -3, 1.8, 7, -1, 10, 6, 1, -2
COc1ccc(NC(=O)Nc2ccccc2SC)c(OC)c1
 : 4, 31, -0.8, -3, 6, 4, 5, -1, -7
CCc1ccc2c(CSc3nnnn3C)cc(=O)oc2c1
 : 1, -9, 0.1, -3, 2, -11, -11, 1, -1
Cc1nc2ccc(Br)cn2c(=O)c1Cl
 : 4, 14, -2.7, 4, -1, -10, 19, 5, -10
CC(C)CNC(=O)COc1ncnc2sccc12
 : 8, -2, -1.1, 0, -3, 18, 16, -1, -3
CC(C)c1ccc(S(=O)(=O)N2CCN(C(=O)c3cc(-c4ccccc4)n[nH]3)CC2)cc1
 : 1, 10, -0.1, -1, -1, 13, 8, 1, 2
O=S(=O)(c1ccc(Br)cc1)c1cnc2ccccc2n1
 : 0, -10, -0.2, 2, 8, -5, 21, -6, -4
C[C@H](NC(=O)[C@@H]1Cc2ccccc2CN1)C(=O)NC[C@H]1CC[C@H](C(=O)O)CC1
 : 6, -10, 0.2, -1, -1, -6, 12, 6, -2
Cc1[nH]c2ccccc2c1/C=N/NC(=O)c1cc(-c2cccs2)[nH]n1
 : 16, -7, -0.3, 1, 4, 58*, 2, -6, -2
O=C(Cn1cnc2c(nnn2Cc2ccccc2)c1=O)NCC1CCCO1 (stereo not drawn)
 : 2, -36, 4.8, -6, 1, -23, 8, -1, 1
CC(C)[C@H]1CC[C@@H](C)C(C(=O)c2ccccc2)C1=O (stereo partly drawn)
 : -1, -19, -1.0, 7, -4, -18, 13, -1, -4
COc1ccc(CN(CCC(c2ccccc2)c2ccco2)C(=O)c2ccco2)cc1 (stereo not drawn)
 : 4, -2, 0.0, -9, 13, 48, 12, -11, -2
O=C(Nc1nnc(SCc2ccccc2)s1)c1cc2c(s1)CCCC2
 : 0, -16, -0.8, 11, -2, -4, 7, 0, -2
CCOC(=O)c1cc(-c2ccccc2)sc1NC(=O)C(C)N1C(=O)NC(C)(c2ccc(Cl)cc2)C1=O (stereo not drawn)
 : 4, -7, 2.2, 2, 4, 7, 10, -7, -6
CCOC(=O)c1c(CSC(=N)N)n(-c2ccc(Br)cc2)c2cc(Br)c(OC(C)=O)cc12
 : 26, -32, 0.8, 5, 6, -10, 18, 0, 2
CN1CCN(c2ccc(NC(=S)NC(=O)/C=C/c3ccco3)cc2)CC1
 : 2, -14, -2.5, -13, 7, 5, 15, -2, -10
Nc1ccc(C(=O)N/N=C\c2ccc(OC(=O)c3ccccc3Cl)cc2)cc1
 : 18, -4, -0.1, -12, 13, 68*, 4, -14, 3
CCCCn1cnc2c(sc3nc4c(cc32)CSC(C)(C)C4)c1=O
 : 0, 0, 4.8, 2, 0, -15, 6, 3, 0
CCN(CC)S(=O)(=O)c1ccc(/C(O)=C(\C#N)c2nc3ccccc3n2C)cc1
 : 35, 1, -0.2, -9, 8, 63*, 10, -6, 7
COc1ccc(S(=O)(=O)n2c([N+](=O)[O-])cnc2C)cc1OC
 : -1, 4, -0.9, 2, -8, 13, 20, 4, 3
O=C(NCc1nnnn1-c1ccc(F)cc1)C1CC(=O)N(c2ccc(F)cc2)C1 (stereo not drawn)
 : 1, 6, 2.7, 7, 5, -14, 8, 2, 2
O=C1CC(c2ccccc2)=C(c2ccccc2)C1
 : -1, 19, -7.1, 1, 14, -18, -21, -1, 0
CCN(CC)S(=O)(=O)c1ccc2c(c1)c(=O)c(C(=O)N1CCOCC1)cn2C
 : 10, 2, 0.7, 2, 3, -3, 12, -1, -1
Cc1ccc2nc(NC(=O)c3ccc4c(c3)OCO4)sc2c1
 : 13, 3, -3.9, 4, -4, -10, 7, 2, 4
CC(C)(C)NC(=O)c1ccc2c(c1)C(=O)N(C1CCCCC1)C2=O
 : 8, -28, -2.6, 10, 0, 15, 28, 4, 1
CCOC(=O)CN(C(=O)CSc1nnc(C)n1-c1ccccc1)c1cccc([N+](=O)[O-])c1
 : 6, -12, 0.7, 0, 4, -5, 1, -7, -1
Cc1ccc(S(=O)(=O)N2[C@@H](c3cccc4ccccc34)C(C(=O)O)=C[C@H]2C(C)(C)C)cc1
 : -1, 1, -0.2, 1, 19, 3, 3, -7, 1

Entries listed so far marked active in TAAR1 antagonist.
canonical_smiles	CRFBP-R2 block	CRFR2-BP ag	CHRM4 PAM	CHRM5 antagonist	TAAR1 antagonist	CHRM5 PAM	M5 ag
Cc1[nH]c2ccccc2c1/C=N/NC(=O)c1cc(-c2cccs2)[nH]n1	-7	-0.3	1	4	58*	-6	-2
Nc1ccc(C(=O)N/N=C\c2ccc(OC(=O)c3ccccc3Cl)cc2)cc1	-4	-0.1	-12	13	68*	-14	3
CCN(CC)S(=O)(=O)c1ccc(/C(O)=C(\C#N)c2nc3ccccc3n2C)cc1	1	-0.2	-9	8	63*	-6	7

(cont.)
Sequence of screens – TAAR1 ag, CRFBP-R2 block, CRFR2-BP ag, CHRM4 PAM, CHRM5 antagonist, TAAR1 antagonist, M1 PAM parental, CHRM5 PAM, M5 ag
O=C(OCc1cn([C@H]2CN(C(=O)C3CCCCC3)[C@@H](c3ccccc3)C[C@@H]2O)nn1)c1ccccc1
 : 1, -10, -1.1, 0, 10, 5, 13, -1, 1
COc1ccc(NC(=O)CN2C(=O)S/C(=C/c3cccn3-c3ccc(C(=O)O)cc3)C2=O)cc1
 : -1, nt, nt, 8, 3, -9, 2, 7, -3
O=C(NC1CC1)C1CCN(C(=O)c2ccc(Cl)cc2)CC1
 : 3, -5, -1.4, 3, -1, -3, 21, 6, -1
CN(C(=O)COC(=O)/C=C/c1cccs1)c1c(N)n(Cc2ccccc2)c(=O)[nH]c1=O
 : 2, 18, -1.4, 3, 0, -3, -28, -1, 3
O=C(OCCNc1ncc(C(F)(F)F)cc1Cl)c1ccc(S(=O)(=O)N2CCOCC2)cc1
 : 4, -34, -1.1, -5, -6, -4, -3, 2, -2
Cc1ccc(/C=C(\NC(=O)c2ccc(C)cc2)C(=O)NCCCn2ccnc2)cc1
 : 12, 5, 4.9, 8, -2, -1, -4, 3, -4
C=CCCC(=O)N1C[C@H]2CCN(C)[C@H]2C[C@H]1c1ccccc1
 : 3, nt, nt, -5, -7, -3, -4, -7, -6
COc1cccc(-n2c(COc3ccc(C)cc3)nnc2SCC(=O)O)c1
 : 3, 38, -1.0, 6, -4, -3, 9, 8, 0
COc1ccc(Nc2nc(N(C)c3ccccc3)nc(N)c2[N+](=O)[O-])cc1
 : -1, -11, -0.1, 0, 13, -26, 14, -7, -1
